Yeast lifespan up – compounds extending yeast replicative lifespan, primary screen, S. cerevisiae, OD615; AID 775, 2007; inhibition of the nicotinamide effect, % at 10 µM; hit rate 0.68% among 130,000; S. cerevisiae growth with nicotinamide; deaD strain in restrictive glucose medium;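 active means inhibition above a set limit, placed 3 SD over the median of all compounds, cut at about 26% in these data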;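 further: 0% = nicotinamide-treated wells and 100% = cells grown without nicotinamide; some compounds called inactive have numbers as strong as hits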
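assay system = DeaD-strain S. cerevisiae | buffer or medium = restrictive glucose medium | reagent = 1.5 mM nicotinamide | compound = 10 µM single point, 0.25% DMSO | incubation = 48 h compound exposure at 30 °C, humidified | signal = OD615 measurement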
GALR2 antag – GALR2 antagonists in receptor-expressing cells, primary screen | antagonist mode | inhibition, % at 4 µM | Galanin receptor type 2 (Homo sapiens), O43603 | hit rate 0.39% among 140,000 | AID 828, 2007; in the data active means inhibition above about 27%;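 further: cells stimulated with galanin 1-16 at roughly its EC80; 0% = agonist challenge control and 100% = basal control without agonist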
Target sequence (O43603 whole entry, looked up): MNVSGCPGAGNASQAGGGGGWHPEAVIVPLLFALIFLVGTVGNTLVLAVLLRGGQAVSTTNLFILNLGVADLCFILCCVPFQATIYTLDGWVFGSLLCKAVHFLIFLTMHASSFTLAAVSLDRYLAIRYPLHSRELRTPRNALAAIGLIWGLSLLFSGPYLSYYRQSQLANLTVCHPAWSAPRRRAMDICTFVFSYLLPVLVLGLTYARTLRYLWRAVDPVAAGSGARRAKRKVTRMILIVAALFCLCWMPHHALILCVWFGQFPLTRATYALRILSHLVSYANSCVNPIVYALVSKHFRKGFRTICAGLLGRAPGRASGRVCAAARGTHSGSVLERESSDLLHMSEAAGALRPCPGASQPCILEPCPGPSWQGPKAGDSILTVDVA
bCat KO growth – primary screen for growth suppressors in beta-catenin knockout HCT116 cells (colon tumor, human); HCT116 beta-catenin knockout viability, CellTiter-Glo, 60 h; stronger effect = lower value; hit rate 1.5% among 140,000; viability, % at 10 µM; AID 818, 2007;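 active means viability at or under a set limit, the compound median less 4 SD, cut at about 6% in these data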;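 further: 0% = Hyamine 1622 control at 20 µM and 100% = untreated cell control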
E-sel TNF inh – E-selectin induction blockers in HUVEC – imaging, immunofluorescence, high content, primary screen; AID 1246, 2008; HUVEC TNFa-induced E-selectin immunofluorescence; hit rate 0.71% among 120,000; inhibition, % at 2 µM;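 active means inhibition above the batch mean plus 3 SD, and confirmed as a hit on visual image review, cut at about 43% in these data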;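 further: 0% = TNF-stimulated DMSO wells and 100% = unstimulated control wells; not every result past the cut was called active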
Measles CPE – compounds protecting cells from measles virus cytopathic effect, primary screen, measles RdRp inhibitor project, single point, MLSMR library, absorbance; AID 841, 2007; protection (pct of control), % at 4 µM; Measles virus-infected cells, CPE protection; hit rate 1.5% among 140,000; in the data active means protection mostly above about 24%, no sharp cut-off; inactive means mostly below about 26%; further: some compounds called inactive have numbers as strong as hits
NPY-Y2 antag – NPY-Y2 receptor antagonists, primary screen, cell-based | hit rate 0.99% among 140,000 | NPY-Y2 expressing cells, antagonist mode | inhibition, % at 2.7 µM | Neuropeptide Y receptor type 2 (Homo sapiens), P49146 | AID 793, 2007; in the data active means inhibition above about 17%;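 further: 0% = vehicle with agonist challenge and 100% = reference antagonist with challenge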
Target sequence (P49146 whole entry, looked up): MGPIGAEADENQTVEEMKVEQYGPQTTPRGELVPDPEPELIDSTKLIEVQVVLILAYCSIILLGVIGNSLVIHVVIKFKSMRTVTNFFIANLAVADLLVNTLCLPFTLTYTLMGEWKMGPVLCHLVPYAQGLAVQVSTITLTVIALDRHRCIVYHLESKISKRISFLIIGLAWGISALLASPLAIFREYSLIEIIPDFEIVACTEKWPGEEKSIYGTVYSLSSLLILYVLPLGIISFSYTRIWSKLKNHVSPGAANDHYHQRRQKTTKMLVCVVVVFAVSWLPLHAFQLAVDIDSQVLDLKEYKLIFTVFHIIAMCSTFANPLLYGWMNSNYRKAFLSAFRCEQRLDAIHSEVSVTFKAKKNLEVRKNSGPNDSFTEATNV
HCT116 PTEN-null – growth suppression of PTEN-null HCT116, primary screen, cell-based, CellTiter-Glo | viability, % at 10 µM | hit rate 1.2% among 140,000 | HCT116 PTEN-null viability, 60 h; stronger effect = lower value;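 active means viability at or below a set limit, 4 SD under the median of all tested compounds, cut at about 3.7% in these data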;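 further: PTEN knockout HCT116 line with beta catenin targeted HCT116 as companion control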
Yeast growth inh – growth inhibitors of yeast BB579 in restrictive medium, primary screen, yeast lifespan-shortening project, S. cerevisiae | OD615, 48 h | inhibition, % at 10 µM | hit rate 0.51% among 140,000 | AID 804, 2007;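 active means inhibition above a set limit, 3 SD over the mean compound inhibition, cut at about 44% in these data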; further: inactives centre near -24
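test system = yeast BB579 (DeaD) | buffer or medium = restrictive CSMM-D medium | doses = single compound dose of 10 µM, 0.25% DMSO final | times = 4 h preincubation and 48 h exposure at 30 °C | technique = culture absorbance at 615 nm | benchmarks = amphotericin B 10 µg/mL, positive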
Phagocytosis inh – inhibitors of macrophage phagocytosis, primary screen, imaging, J774A.1 cells, IgG beads; J774A.1 macrophage IgG-bead phagocytosis; inhibition, % at 5 µM; hit rate 0.07% among 110,000; AID 1029, 2008;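 active means inhibition above the mean of the plate negative controls plus 5 SD, cut at about 13% in these data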;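 further: phagocytic index as fraction of beads internalized from green versus red external bead signal; plate controls were DMSO negative control for no effect and cytochalasin-D positive control for full effect; some results beyond the cut were filed as inactive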
MRP-1 activ – H69AR viability gain despite doxorubicin, primary screen, MRP-1 activator project, H69AR cells, CellTiter-Glo; viability increase, % at 10 µM; AID 799, 2007; hit rate 0.61% among 140,000; viability rescue;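 active means viability gain under doxorubicin at or above a set limit, the compound median plus 3 SD, cut at about 4.7% in these data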;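 further: MRP-1 overexpressing cells given doxorubicin 25 µM after compound pretreatment; 18-22 h compound pretreatment then 72 h with doxorubicin before readout; 0% = doxorubicin-only wells and 100% = vehicle-treated cells without doxorubicin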
The depositor's hits bear a star; x = not tested or not shown; & = joins results of further samples.

SMILES	Yeast lifespan up	GALR2 antag	bCat KO growth	E-sel TNF inh	Measles CPE	NPY-Y2 antag	HCT116 PTEN-null	Yeast growth inh	Phagocytosis inh	MRP-1 activ
Cc1nc2c(-c3ccccc3)c(C)nn2c(N)c1-c1ccccc1	x	16	79	1	32	0	72	-34	x	-1.8
CC(=O)Nc1ccc(C(=O)OCC(=O)c2ccc(F)cc2)cc1	-1	1	104	x	4	-1	103	-33	-5	-1.8
O=c1nc(N2CCCCCC2)nc(N2CCCCCC2)[nH]1	-7	-6	90	-86	7	2	95	-37	x	-0.1
Cc1cccc(Nc2ccccc2C(=O)O)c1C	0	-3	98	x	15	7	98	2	x	0.7
COc1cc(/C=N/NS(=O)(=O)c2ccc3ccccc3c2)ccc1OCCN1CCOCC1	-4	-10	84	2	4	6	96	12	-7	0.0
CCOc1cc(CNCCc2ccc(S(N)(=O)=O)cc2)ccc1OCC(=O)NC(C)(C)C	-2	-8	68	3	2	0	70	-33	2	-1.9
Nc1c(C(=O)NCc2ccco2)sc2nc(N3CCOCC3)c3c(c12)CCCC3	-20	-13	84	x	11	-3	88	-40	-2	-1.8
Cc1ccc(C(Sc2ccccc2)C(Cn2cncn2)C(=O)c2ccccc2)cc1 (centres undefined)	5	2	9	-4	2	11	9	-31	1	-2.4
O=C(Nc1nnc(CCOCCOCCc2nnc(NC(=O)c3ccco3)s2)s1)c1ccco1	-11	0	85	-16	2	-4	90	-30	-1	-2.2
CC(C)(C)NC(=O)Cn1c(=O)oc2ccc(Cl)cc21	1	11	94	x	7	-2	100	-29	x	-4.5
CCCCOc1ccc(-c2ncc(C(=O)O)c(C)n2)cc1	-11	-7	104	32	10	2	97	-2	-1	0.1
Cc1ccc(C2CC(c3ccc(Cl)cc3)n3nc(N)nc3N2)cc1 (centres undefined)	2	2	79	21	5	0	83	-7	0	-0.7
CCOc1cccc2cc(C(=O)NCc3cccnc3)c(=O)oc12	-8	-1	90	-3	4	-1	82	1	-3	-3.0
CCOC(=O)C1=C(C(F)(F)F)Nc2ncnn2C1c1ccc(OC)cc1OC (centres undefined)	-2	8	100	x	7	2	101	-31	-7	-1.2
CC(C)(C)N(Cc1ccccc1)C(=O)COC(=O)CCc1c[nH]c2ccccc12	-5	1	87	x	21	3	81	-4	-5	-1.3
CCN(CC)C(=S)Nc1cc(C(=O)OC)ccc1C(=O)OC	-3	-2	88	5	10	0	98	-49	-3	-0.8
Cn1c(SCC(=O)OCC(=O)c2ccccc2)nnc1-c1cccs1	-2	1	94	11	0	-1	92	-19	2	0.3
CCOC(=O)C(O)(CCC(O)(C(=O)OCC)C(=O)OCC)C(=O)OCC	-5	9	99	x	2	0	95	-42	0	-1.0
c1ccc(OCCn2c(-c3ccco3)nc3ccccc32)cc1	0	1	71	-27	5	5	81	6	x	-2.5
Cc1ccn2cc(CCNS(=O)(=O)c3ccc(F)c(C(F)(F)F)c3)nc2c1	-2	-14	79	89*	4	6	93	-3	-1	-3.5
COc1ccccc1NC(=O)CCN1CCN(Cc2ccccc2)CC1	-5	-22	84	2	4	3	81	-8	3	-1.3
CCOc1ccc(N2C(=O)c3ccccc3C2=O)cc1	1	19	99	-64	23	0	108	-46	x	-0.4
Cc1ccc(C(=O)CC(=O)COc2ccc(Cl)cc2)cc1	10	2	90	x	18	9	80	-3	-14	0.0
O=C(Nc1ccsc1C(=O)NC1CCCCC1)c1ccccc1	-9	-7	79	28	1	7	65	1	0	0.3
O=C1N=C(N2CCCCC2)S/C1=C\c1cn[nH]c1-c1ccccc1	2	18	85	x	3	4	98	-19	-5	-1.8
O=[N+]([O-])c1ccc(N=Cc2sc3ccccc3c2O)cc1	-3	21	102	-9	37	2	84	-40	5	-2.8
N#Cc1nc(-c2cccc3ccccc23)oc1N1CCCCC1	-2	-15	106	-11	20	1	96	6	-2	0.4
O=[N+]([O-])c1ccc(-c2cn(-c3ccc(Cl)cc3)c(=S)[nH]2)cc1	1	-1	75	x	15	3	79	-31	-4	-3.8
O=C(c1ccccc1)N1CCN2C(=O)c3ccccc3C12c1ccc(Cl)cc1 (centres undefined)	-14	3	22	7	7	9	17	4	-1	-5.5
Cc1ccc(NC(=O)CSc2nnc(Cn3c(=O)sc4ccccc43)n2C)cc1Cl	9	7	85	9	15	-1	95	-35	x	-1.5
N#Cc1ccsc1NC(=O)c1ccccn1	-17	-10	104	x	1	-2	103	-66	-1	0.1
O=C1C2C3c4ccccc4C(c4ccccc43)[C@@H]2C(=O)N1c1cccnc1 (some centres undefined)	-4	11	85	-1	11	4	85	-28	-7	-2.3
N#Cc1ccc(CSc2nnc(-c3cccnc3)n2-c2ccccc2)cc1	-7	0	94	-12	9	-1	98	-41	0	-2.4
Cc1cc(C)nc(NC(=NCCc2c[nH]c3ccccc23)NC(=O)c2ccco2)n1	-21	-14	78	-8	6	5	61	-52	0	-3.1
CCN(CC)C(=O)CSc1nc2sc3c(c2c(=O)n1-c1ccc(C)cc1)CC(C)(C)SC3	-9	-14	87	-10	7	1	88	-44	0	0.1
Cc1cc(C)nc(Sc2nc(Nc3ccccc3)nc(Sc3nc(C)cc(C)n3)n2)n1	6	8	71	x	15	1	62	-36	-7	-5.1
COc1ccc2c(c1)C(C)=CC(C)(C)N2C(=O)CSc1nnc(-c2ccc(C)cc2)o1	-14	0	81	-18	7	16	92	-53	-1	-0.2
C=CCN1C(=O)/C(=C/c2cccs2)S/C1=N\S(=O)(=O)c1ccc(F)cc1	9	-1	95	x	8	2	86	-1	x	1.6
CCOC(=O)CSC1=Nc2ccccc2C2=NC(CC(=O)NCc3cccs3)C(=O)N12 (centres undefined)	-18	-1	107	7	8	2	101	-20	1	-2.2
CC(CCc1ccccc1)NC(=O)COC(=O)c1cc(NS(=O)(=O)c2ccc(Cl)c([N+](=O)[O-])c2)ccc1O (centres undefined)	12	2	74	12	4	-2	97	-27	-5	-3.7
CCOC(=O)CCCNC(=O)c1cncc(Br)c1	-11	-2	106	-10	10	6	99	-27	x	-0.2
Cc1nn(Cc2c(Cl)cccc2Cl)c(C)c1NC(=O)c1cn(-c2ccccc2)nc1-c1ccccc1	-2	-3	0.6*	x	-1	1	0.5*	-3	-1	-5.2
O=C1S/C(=C\c2ccccc2)C(=O)N1CC(O)Cn1c2ccccc2c2ccccc21 (centres undefined)	-4	-4	68	32	5	2	74	-32	x	-1.5
CCN(CC)C(=O)CN(Cc1ccccc1)S(=O)(=O)c1ccc(F)cc1	-3	13	98	20	14	0	100	-21	-2	-0.6
NC(=O)c1c(NC(=O)c2ccco2)sc2c1CCC2	-22	17	90	1	21	-2	92&92	24	1	-1.3
COc1ccc(C2=NO[C@@H]3[C@@H]4C[C@@H]([C@H]5C(=O)N(c6ccc7c(c6)OCO7)C(=O)[C@@H]45)[C@H]23)cc1OC	-7	-1	88	x	5	2	88	-18	-5	-1.8
Cc1ccc(-n2c(SCC(=O)Nc3ccc4cn[nH]c4c3)nnc2-c2ccco2)cc1	-3	24	89	9	16	2	88	-14	-1	-3.6
COc1ccc(/C=C/C(=O)OCC(=O)c2c(C)[nH]c3ccccc23)cc1OC	-2	-2	49	x	16	-2	41	-17	x	-1.4
Cc1nc2sc(C(c3cccc(F)c3)N3CCOCC3)c(O)n2n1 (centres undefined)	5	3	100	-58	6	-1	87	-65	4	-1.2
COc1ccc(OC)c(NC(=O)C(=O)NCc2ccncc2)c1	-4	-4	98	x	14	3	104	-56	-12	-0.3
CC1Cc2ccccc2N1C(=O)Cc1cccs1 (centres undefined)	-7	-8	97	16	16	6	109	-30	1	-0.2
CCOC(=O)c1[nH]c2ccccc2c1NC(=O)C(CC)CC	-2	-1	98	x	2	3	92	-27	0	-2.5
CCc1ccc(NC(=O)C(=O)NCCN2CCN(C(=O)c3ccco3)CC2)cc1	x	10	87	-25	10	-2	99	-47	x	0.7
O=C(c1cccnc1)N1CCN(S(=O)(=O)c2ccc(Cl)cc2)CC1	x	3	96	-3	5	0	95	-22	x	-1.7
Cc1sc2ncnc(NCc3cccs3)c2c1C	-13	28*	23	6	3	2	32	-30	x	-4.4
COc1ccc2cc(C#N)c(SCC(=O)N3CCCC3)nc2c1	-23	-12	67	16	19	3	69	-33	0	-3.0
CCOc1ccc2c(c1)-c1c(ssc1=S)C(C)(C)N2	-12	0	94	0	23	-10	84	-33	-1	-1.6
Cc1cccc(N2CCN(C(c3ccccc3)c3nnnn3CC3CCCO3)CC2)c1C (centres undefined)	13	5	62	-11	5	5	47	-44	0	-0.2
O=C(O)COc1ccc(C(=O)Cc2ccc3c(c2)OCCCO3)c(O)c1	-5	-3	97	x	5	-4	96	-6	0	-2.4
Cc1ccc(C)c(NC(=O)CSc2nc3ccc(N4C(=O)c5ccccc5C4=O)cc3s2)c1	-2	-4	98	23	4	5	83	-18	-10	-2.1

The list continues:
SMILES	Yeast lifespan up	GALR2 antag	bCat KO growth	E-sel TNF inh	Measles CPE	NPY-Y2 antag	HCT116 PTEN-null	Yeast growth inh	Phagocytosis inh	MRP-1 activ
CCc1c(-c2n[nH]c(=S)n2Cc2ccccc2)csc1C	10	-2	87	x	11	3	88	-5	-5	-1.9
COc1cc(NS(=O)(=O)c2ccc(NC(=O)COc3ccc(C)cc3C)cc2)nc(OC)n1	-14	-6	100	-2	12	0	100	-7	5	-0.9
CCOc1cc(N2CCOCC2)c(OCC)cc1NC(=O)CN1C(=O)NC(Cc2ccccc2)C1=O (centres undefined)	-1	-1	91	-11	25	1	90	-16	-1	-1.5
COc1ccc(CN2CCC(C(=O)NCCc3ccc(OC)c(OC)c3)CC2)c(OC)c1	-11	-14	80	1	14	4	79	-36	0	-0.7
COc1ccc(NC(=O)Cn2cc(S(=O)(=O)Cc3ccccc3)c3ccccc32)c(OC)c1	-2	10	84	x	24	2	85	-34	-5	-4.6
COc1ccc(N(CC(=O)Nc2cccc(C(C)=O)c2)S(C)(=O)=O)cc1OC	-22	-4	100	-26	92*	0	110	-29	-1	-1.5
O=c1[nH]c(Nc2ccccc2)cc2ccccc12	-19	8	95	x	7	3	84	48*	x	-1.3
c1cncc(-c2cccnc2)c1	-8	0	93	x	10	5	98	-32	x	-2.8

Screening data as filed in PubChem.
